# PolyA inhibitor: yeast polyadenylation inhibition; S. cerevisiae SKY197-pL101 polyadenylation reporter, beta-gal luminescence; efflux-impaired pdr1/pdr3 knockout yeast; score 100 = 6 SD above DMSO; calls only at 12 µM; 0.02% of 300,000 active; AID 1875;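 active = lowest replicate activity score at least 50, where 100 means six control SD above control mean; inconclusive = lowest score under 50 but half or more replicates reach 50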;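 also: yeast exposed to compound for 9 h at 30 °C; higher score means more reporter readthrough which indicates perturbed polyadenylation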
# KCNK3 inh: human KCNK3 channel inhibition, primary screen; CHO-KCNK3 thallium flux, FluxOR fluorescence; active compounds read low; B-score at 10 µM; 0.84% of 340,000 active; AID 602410;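 active = B-score under library mean minus 4 SD, starting fluorescence ratio at most library mean plus 5 SD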;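 also: more negative B-score means stronger inhibition of thallium flux through KCNK3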
# KCNK9 inh: inhibitors of human KCNK9 two-pore domain potassium channel | AID 488922 | 1.2% of 310,000 active | Q9NPC2 | HEK293 KCNK9, FluxOR thallium flux fluorescence; active compounds read low | B-score at 10 µM;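 active = ratio B-score over 3 SD below the library mean, with starting fluorescence within 5 SD of its mean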;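 also: negative B-score means less thallium flux so channel inhibition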
# KCNQ1 pot: human KCNQ1 channel potentiation or activation; CHO-K1 KCNQ1, thallium flux FluxOR fluorescence; active compounds read high; B-score at 10 µM; 0.35% of 310,000 active;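 active = fluorescence ratio B-score, a plate-corrected score, at least three library SD, with initial intensity B-score within 5 SD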
#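 Schedule – 37 °C overnight plating, 90-min dark dye load, 20-min compound pretreatment · System – stable KCNQ1 CHO-K1 line · Probe or stimulus – thallium- and potassium-containing depolarizing buffer · Measured by – kinetic FluxOR fluorescence, 10 s baseline plus 110 s post-stimulus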
# TRPC4 inh: blocks the mouse TRPC4 cation channel; Q9QUQ5; HEK293 TRPC4beta/mu-opioid, DAMGO-evoked Fluo4 calcium flux; active compounds read low; B-score at 10 µM; 0.39% of 300,000 active; AID 2247;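 active = B-score over 3 SD under the library average, no early fluorescence shift, positive overall ratio signal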
# Target sequence (Q9QUQ5 whole entry, looked up): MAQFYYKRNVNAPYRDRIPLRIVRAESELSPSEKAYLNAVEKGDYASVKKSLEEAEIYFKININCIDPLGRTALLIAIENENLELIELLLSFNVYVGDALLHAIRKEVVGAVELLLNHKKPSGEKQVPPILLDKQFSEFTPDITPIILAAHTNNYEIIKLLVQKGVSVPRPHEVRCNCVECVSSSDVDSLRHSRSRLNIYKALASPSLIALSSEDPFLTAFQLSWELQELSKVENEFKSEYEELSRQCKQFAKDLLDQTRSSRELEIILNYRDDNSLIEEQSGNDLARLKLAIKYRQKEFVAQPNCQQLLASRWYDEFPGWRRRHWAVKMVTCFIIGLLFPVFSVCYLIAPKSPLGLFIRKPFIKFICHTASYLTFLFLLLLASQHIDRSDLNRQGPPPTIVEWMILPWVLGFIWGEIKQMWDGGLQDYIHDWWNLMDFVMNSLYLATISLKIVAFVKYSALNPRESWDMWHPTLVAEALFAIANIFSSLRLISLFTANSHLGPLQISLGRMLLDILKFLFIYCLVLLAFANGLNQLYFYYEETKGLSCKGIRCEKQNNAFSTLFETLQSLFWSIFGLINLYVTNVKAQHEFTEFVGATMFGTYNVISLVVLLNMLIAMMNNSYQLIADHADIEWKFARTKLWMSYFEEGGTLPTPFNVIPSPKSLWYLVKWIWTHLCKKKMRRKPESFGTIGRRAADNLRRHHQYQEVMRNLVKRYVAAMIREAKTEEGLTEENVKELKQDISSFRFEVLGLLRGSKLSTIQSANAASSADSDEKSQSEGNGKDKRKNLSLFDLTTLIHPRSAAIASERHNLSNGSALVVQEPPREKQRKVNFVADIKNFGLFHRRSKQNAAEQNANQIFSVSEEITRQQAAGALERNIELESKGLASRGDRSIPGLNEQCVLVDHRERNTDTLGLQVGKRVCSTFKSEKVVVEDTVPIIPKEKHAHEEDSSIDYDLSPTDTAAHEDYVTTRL
#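 Assay system: Stable TRPC4beta/mu-opioid receptor HEK293 cells | Reagent: DAMGO in two steps, submaximal then maximal | Compound dosing: Single concentration per test compound | Signal: Fluo4 Ca2+ flux fluorescence | Evaluation: Per-well B score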
# hERG rescue: shields human hERG channel from block by proarrhythmic agents. Q12809. CHO-hERG, FluxOR thallium flux, dofetilide IC70 present. activation (rescue from dofetilide block), less the hit threshold, % at 10 µM. 0.51% of 310,000 active. AID 1511;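 active = activation above the mean of controls blocked by dofetilide plus 5 SD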;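 also: thallium influx through hERG after potassium depolarization seen as dye fluorescence rise; in these data hits start at about 4.7%; inactives centre near -7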
# Platelet DG rel: modulates dense granule release in human platelets. 0.22% of 300,000 active. inhibition, %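 (compounds screened at 7.5 µM in platelet-rich plasma)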. human platelet-rich plasma, SFLLRN dense granule ATP release, luminescence;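 active = mean replicate score, as percent of positive control, at or above 50; inconclusive = mean below 50 but at least one replicate at or above 50; inactive = mean and every replicate below 50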
# TRPC4 act: activators of mouse TRPC4 channel. Q9QUQ5. HEK293 TRPC4beta/mu-opioid, Fluo4 calcium fluorescence; active compounds read high. B-score at 10 µM. 0.49% of 310,000 active. AID 2237;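 active = B-score above 5 SD of library B-scores, and initial fluorescence ratio not above library mean plus 5 SD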;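 also: positive B-score marks a calcium rise read as TRPC4 activation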
#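 Assay system – TRPC4beta and mu-opioid receptor HEK293 stable cells · Measured by – Fluo4 fluorescence, kinetic · Schedule – dye loading 45 min room temperature, 110 s kinetic read · Read-out – B-scored integrated calcium fluorescence ratio · Controls – buffer and maximal DAMGO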
# DYRK1A inh: inhibitors of rat Dyrk1A kinase | 0.43% of 310,000 active | AID 504441 | Q63470 | inhibition, % at 12.5 µM | ADP-Glo luminescence, NFATc1 peptide; in the data active = inhibition above about 50%;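 also: plate controls were vehicle with enzyme for no effect and no enzyme for full effect; many of its hits are not listed in these tables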
# TRPC4 potent: allosterically enhances the mouse TRPC4 cation channel; Q9QUQ5; HEK293 TRPC4beta/mu-opioid, DAMGO EC20, Fluo-4 Ca2+ flux; active compounds read high; B-score at 10 µM; 0.42% of 310,000 active; AID 2227;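 active = B-score of calcium response area above 5 SD of library B-scores, with initial fluorescence ratio within 5 SD of library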;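 also: B-score of integrated fluorescence ratio over time as area under calcium response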
# KCNQ1 inh: inhibitors of human KCNQ1 potassium channel; CHO-K1 KCNQ1, FluxOR thallium flux fluorescence; active compounds read high; 1.3% of 310,000 active; B-score at 10 µM; P51787;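 active = compounds whose thallium flux B-score, printed positive for inhibition, exceeds three library SD while starting fluorescence stays within three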;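 also: channel opened by potassium depolarization with thallium stimulus after 20 min compound exposure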
# Active calls of the source: *; i = inactive; u = inconclusive; x = no result given. Only part of the results is shown; the hit share may differ from the screen's.
SMILES	PolyA inhibitor	KCNK3 inh	KCNK9 inh	KCNQ1 pot	TRPC4 inh	hERG rescue	Platelet DG rel	TRPC4 act	DYRK1A inh	TRPC4 potent	KCNQ1 inh
O=C(CSc1nnc(COc2ccccc2)n1-c1ccccc1)c1cccs1	i	i	i	i	i	-4	-3	i	6	i	i
O=C(Nc1ccc(Br)cn1)c1ccc2ccccc2c1	i	i	i	i	i	-7	4	i	7	i	i
Cc1ccc2[nH]c3c(c2c1)CN(C(=O)CN1CCN(C(=O)c2ccco2)CC1)CC3	i	x	i	i	i	-15	-6	i	x	i	i
c1ccc2c(c1)OCC(c1nnc3n1-c1ccccc1SC3)O2 (configuration not stated)	i	i	i	i	x	-6	-1	i	7	i	i
COC(=O)C1=C(C)N(CC(C)C)C(=O)C1	i	i	i	i	i	-1	-4	i	-11	i	i
O=C(O)/C(=C\c1ccc(-c2ccccc2[N+](=O)[O-])o1)c1ccccc1	i	i	i	i	i	0	-8	i	32	i	i
CN(C)/C=C/C(=O)c1ccc(Cl)c([N+](=O)[O-])c1	i	i	i	i	i	-10	1	i	5	i	i
O=C(N1CCOCC1)N1CCOCC1	i	i	i	i	i	-9	3	i	0	i	i
CC(C)CSc1nnc2[nH]c(=O)cc(N)n12	i	i	i	i	i	-2	3	i	11	i	i
Cc1ccccc1Nc1ccc([N+](=O)[O-])cn1	i	i	i	i	i	0	-6	i	33	i	i
O=C(O)/C=C/c1cn(Cc2ccccc2)nc1-c1ccccc1	i	i	i	i	i	1	7	i	-2	i	i
Cc1cc(C(=O)COc2ccccc2[N+](=O)[O-])c(C)n1C1CC1	x	i	i	i	i	-10	10	i	-2	i	i
COCCn1c(SCC(=O)N2CCCC2)nc2c([nH]c3ccccc32)c1=O	i	i	i	i	i	-7	-15	i	x	i	i
Cc1cc(=O)[nH]c(NN=C2C3CC4CC(C3)CC2C4)n1	i	i	i	i	i	-9	8	i	-8	i	i
COc1ccc(CC2(CO)CCN(Cc3cc4ccccc4o3)CC2)cc1	i	i	i	i	i	-16	-1	i	2	i	i
O=C(NCC1CCCO1)C(=O)N/N=C/c1c(F)cccc1Cl (configuration not stated)	i	i	i	i	i	-7	-1	i	-3	i	i
COc1ccc(-c2cc(C3CCN(Cc4cccc(C(F)(F)F)c4)CC3)[nH]n2)cc1	i	i	i	i	i	-14	-3	i	-8	i	i
CCCn1c(=N)c(C(=O)NCc2ccc3c(c2)OCO3)cc2c(=O)n3cccc(C)c3nc21	i	i	i	i	i	-25	2	i	2	i	i
CC(=O)c1ccc(-n2c(CCC(=O)O)ccc2-c2cccs2)cc1	i	i	i	i	i	-2	5	i	-3	i	i
Cc1cc(C)nc(N2CCCC(C(=O)NCCc3cccc(F)c3)C2)n1 (configuration not stated)	i	i	i	i	i	-10	15	i	-4	i	i
CCOC(=O)CNC(=O)N1c2ccccc2Sc2ccccc21	i	i	i	i	i	-17	1	i	2	i	i
O=C(NCc1nc(-c2ccc(C(F)(F)F)cc2)no1)Nc1cc(Cl)cc(Cl)c1	i	i	i	i	i	-1	-6	i	x	i	i
CC(C)(C)NC(=O)CN(Cc1cccnc1)C(=O)c1csnn1	i	i	i	i	i	-8	-3	i	-8	i	i
OC(CNc1nc2ccccc2s1)c1ccccc1 (configuration not stated)	i	i	i	i	i	-6	12	i	6	i	i
O=C(Nc1ccccc1C(=O)N/N=C/c1ccco1)c1ccc(F)cc1	i	i	i	i	i	-27	u	i	5	i	i
COCC(=O)/C=C1\Sc2ccccc2N1C	i	i	i	i	i	-3	-6	i	2	i	i
CCN(CC(=O)Nc1ccc(OC)cc1)C(=O)c1cc([N+](=O)[O-])ccc1N1CCOCC1	i	i	i	i	i	-18	28	i	-3	i	i
Cn1cc(Cl)c(C(=O)Nc2cnn(Cc3ccc(F)cc3)c2)n1	i	i	i	i	i	-11	-13	i	3	i	i
CCOC(=O)COc1ccccc1-c1ccno1	i	i	i	i	i	-5	9	i	31	i	i
O=[N+]([O-])c1cc(-c2nnc(Nc3ccc(O)cc3)c3ccccc23)ccc1N1CCOCC1	i	i	i	i	i	-4	-6	i	-1	i	i
CCn1c(NCc2cc(Br)ccc2NS(=O)(=O)c2ccc(C)cc2)nc2ccccc21	i	-11*	i	i	i	-9	5	i	-4	i	6*
COc1ccc(C(=O)NNC(=O)c2ccccc2[N+](=O)[O-])cc1	i	i	i	i	i	-4	6	i	0	i	i
O=C(c1cccc(C(F)(F)F)c1)C1CCCN(C(=O)CCn2cnnn2)C1 (configuration not stated)	i	i	i	i	i	0	-5	i	-4	i	i
COC(=O)C1=C(C)N(CCCC(=O)O)C(=O)NC1c1cccc2ccccc12 (configuration not stated)	i	i	i	i	i	-3	-1	i	-1	i	i
c1csc(-c2nnc(N3CCOCC3)c3ccccc23)c1	i	i	i	i	i	-11	1	i	-4	i	i
COc1ccc(OCC(=O)Nc2nc3c(s2)CCCC3)cc1	i	i	i	i	i	-8	-1	i	15	i	i
COc1ccc(-c2[nH]n(-c3ccc([N+](=O)[O-])cc3)c(=O)c2C=NCc2ccc(F)cc2)cc1	i	i	i	i	i	-8	8	i	-3	i	i
Cc1cc(Nc2nc3ccccc3nc2Cl)n(-c2ccccc2)n1	i	i	i	i	i	-6	6	i	-1	i	i
CC(C)CN1CCNC(=O)C1CC(=O)NCCc1cnn(-c2ccccc2)c1 (configuration not stated)	i	i	i	i	i	-6	-4	i	4	i	i
Cc1ccc(-n2c(C)cc(C(=O)NS(=O)(=O)c3ccc(C)cc3)c2C)cc1	i	i	i	i	i	-7	-1	i	-6	i	i
COC(=O)C1=C(C)NC2=C(C(=O)CC(C)(C)C2)C1c1cn(Cc2ccc(Br)cc2)nc1-c1ccccc1 (configuration not stated)	i	i	i	i	i	-7	x	i	0	i	i
CC(NC(=O)C1CCN(S(=O)(=O)c2cc([N+](=O)[O-])ccc2Cl)CC1)c1ccccc1 (configuration not stated)	i	i	i	i	i	-4	-5	i	-57	i	i
Cc1ccc(C(=O)c2c3ccc([N+](=O)[O-])cc3[n+]([O-])n2CCC(N)=O)cc1	i	i	i	i	i	-5	4	i	x	i	i
Cc1ccc(NC(=O)CSCC#N)cc1	i	i	i	i	i	-11	7	i	6	i	i
C=C(C)c1cccc(C(C)(C)NC(=O)NCC2CCCO2)c1 (configuration not stated)	i	i	i	i	i	-6	7	i	4	i	i
O=C1c2ccncc2C(=O)N1c1cccc(Cl)c1	i	i	i	i	i	-15	-12	i	-3	i	i
CCC(C)[C@H](NC(=O)N1CCCCC1)C(=O)OC (some centres not stated)	i	i	i	i	i	-11	24	i	x	i	i
C=CCn1c(SCC(=O)Nc2nccs2)nnc1-c1ccco1	i	i	i	i	i	-4	-2	i	-4	i	i
COc1ccc(C(O)c2ncc(C(F)(F)F)cc2Cl)cc1 (configuration not stated)	i	i	i	i	i	-11	0	i	0	i	i
NC(=O)C1CCN(c2cc(N3CCOCC3)ccc2[N+](=O)[O-])CC1	i	i	i	i	i	-17	5	i	10	i	i
CCCCOc1ccc(C(=O)NCC(=O)NCC(=O)OCC)cc1	i	i	i	i	i	-5	7	i	-4	i	i
O=c1cc(NC2CCCCCC2)[nH]c(=O)[nH]1	i	i	i	i	i	-7	-1	i	-5	i	i
Cc1ccc(S(=O)(=O)Nc2ccc3c(c2)nc(CCN2CCN(c4ccccn4)CC2)n3C)cc1	i	i	i	i	i	-17	0	i	8	i	i
COC(=O)c1sccc1NC(=O)c1csc(C)c1	i	i	i	i	x	-8	-3	i	x	i	i
Cc1ccccc1C(=O)NC1CCN(CC(=O)N2CCCCC2C)CC1 (configuration not stated)	i	i	i	i	i	-6	4	i	0	i	i
COc1ccc(Cc2nc3ccc(C(=O)N4CCCC4)cc3o2)cc1	i	i	i	i	i	-8	-12	i	13	i	i
COc1ccc(NC(=O)CSC(C)c2nc3ccccc3c(=O)[nH]2)cc1 (configuration not stated)	i	i	i	i	i	-9	-6	i	5	i	i
CCOC(=O)c1c(C)n(CC(O)CN(C)C)c2cc(Br)c(OC)cc12 (configuration not stated)	i	i	i	i	i	-11	2	i	8	i	i
CC(C)(C)c1nnc(NC(=O)NS(=O)(=O)c2ccccc2)s1	i	i	i	i	i	-4	-2	i	2	i	i
COc1cc(C)ccc1S(=O)(=O)NC1CC(C)(C)NC(C)(C)C1	i	i	i	i	i	-4	21	i	-1	i	i

# Continuation.
SMILES	PolyA inhibitor	KCNK3 inh	KCNK9 inh	KCNQ1 pot	TRPC4 inh	hERG rescue	Platelet DG rel	TRPC4 act	DYRK1A inh	TRPC4 potent	KCNQ1 inh
C/C(=N\NC(=O)c1ccc2c(c1)OCO2)c1cccnc1	i	i	i	i	i	-5	2	i	-3	i	i
O=C(CCCc1ccccc1)Nc1cccc([N+](=O)[O-])c1	i	i	i	i	i	-4	-5	i	-1	i	i
Nc1c(C(=O)c2ccccc2)sc(Nc2ccccc2)c1S(=O)(=O)c1ccccc1	i	i	i	i	i	-15	-3	i	-8	i	i
CCOc1ccc2nc(-c3ccc(OC)c(OC)c3)cc(C(=O)O)c2c1	i	i	i	i	i	-2	14	i	-5	i	i

# Pulled by compound from the entries so far (four):
SMILES	PolyA inhibitor	KCNK3 inh	KCNK9 inh	KCNQ1 pot	TRPC4 inh	hERG rescue	Platelet DG rel	TRPC4 act	DYRK1A inh	TRPC4 potent	KCNQ1 inh
C/C(=N\NC(=O)c1ccc2c(c1)OCO2)c1cccnc1	i	i	i	i	i	-5	2	i	-3	i	i
O=C(CCCc1ccccc1)Nc1cccc([N+](=O)[O-])c1	i	i	i	i	i	-4	-5	i	-1	i	i
CCOc1ccc2nc(-c3ccc(OC)c(OC)c3)cc(C(=O)O)c2c1	i	i	i	i	i	-2	14	i	-5	i	i
Nc1c(C(=O)c2ccccc2)sc(Nc2ccccc2)c1S(=O)(=O)c1ccccc1	i	i	i	i	i	-15	-3	i	-8	i	i

# Compound activity: PubChem, several laboratories
